OX1R antag-1: blocks the human orexin 1 receptor; AID 434989; 330,000 tested, 0.43% active; inhibition, % at 5 µM; CHO/OX1R cells, Fluo-8 calcium fluorescence, orexin A; O43613;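 active = inhibition above its plate's threshold, mean inhibition of all tested compounds on the plate plus 3 SD, cut at about 37% in these data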;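 note: 0% = orexin A challenge wells and 100% = SB-334867-A antagonist wells; not every result past the cut was called active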
Target sequence (O43613 whole entry, looked up): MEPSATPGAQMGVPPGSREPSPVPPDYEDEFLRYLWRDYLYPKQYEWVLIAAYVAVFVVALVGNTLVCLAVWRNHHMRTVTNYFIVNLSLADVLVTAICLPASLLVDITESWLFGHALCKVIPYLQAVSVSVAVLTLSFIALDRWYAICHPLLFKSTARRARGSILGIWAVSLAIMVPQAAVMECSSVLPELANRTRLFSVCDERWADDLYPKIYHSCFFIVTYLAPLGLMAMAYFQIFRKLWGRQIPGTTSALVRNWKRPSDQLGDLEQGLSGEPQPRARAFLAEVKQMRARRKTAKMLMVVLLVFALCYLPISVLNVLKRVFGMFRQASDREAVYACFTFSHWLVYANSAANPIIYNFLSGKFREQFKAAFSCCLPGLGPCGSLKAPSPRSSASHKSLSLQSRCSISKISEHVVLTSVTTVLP
OX1R antag-2: antagonists of human orexin 1 receptor (OX1R); O43613; OX1R-expressing cells, FRET antagonist read-out; inhibition, % at 6.6 µM; 330,000 tested, 1.8% active; AID 485270; in the data active = inhibition mostly above about 38%, no sharp cut-off; inactive = mostly below about 40%;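 note: 0% = agonist challenge alone and 100% = reference antagonist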
Numbers without * were called inactive; & = joins results of further samples.

SMILES	OX1R antag-1	OX1R antag-2
CC(=O)Nc1ccc(S(=O)(=O)N[C@@H](C)C(=O)OCC(=O)c2ccc(C)cc2)cc1	-4	1
O=C(CCc1ccccc1)N1CCN(c2ccccn2)CC1	-5	36
CCOC(=O)C(NC(=O)C1C(C)N1S(=O)(=O)c1ccc(C)cc1)C(=O)OCC (stereo unspecified)	-7	2
CC(=O)c1cn(CC(=O)NCC2CCCO2)c2ccccc12 (stereo unspecified)	-4	14
CC(=O)Nc1c(O)c2ccccc2[nH]c1=O	-3	9
Cc1cccc(C)c1NC(=O)C(c1ccccc1)N1CCOCC1 (stereo unspecified)	-28	4
CC1CCc2[nH]c3ccc(C(=O)N4CCCC(C(F)(F)F)C4)cc3c2C1 (stereo unspecified)	-38	28
COc1cccc(C(=O)Nc2ccncc2)c1OC	-10	-2
NC(=O)CCCc1nc(-c2ccccc2)no1	7	4
O=C(NCC(=O)N(c1ccc(F)cc1)C(C(=O)NC1CCCC1)c1cccnc1)c1cccs1 (stereo unspecified)	-19	1
Cc1nccn1CCC1CCCCN1C(=O)CCc1nnc(-c2ccsc2)o1 (stereo unspecified)	-4	16
Cc1ccc(NC(=S)N/N=C/c2ccc(Cl)c([N+](=O)[O-])c2)cc1	3	-4
COC(=O)c1cc(Cl)c(NC(=O)Cc2ccccc2)cc1OC	-38	2
CCOc1cc(-c2cc(-c3ccc(OC)cc3)nc(N)c2C#N)ccc1O	7	5
COc1cccc(-c2nc(CS(=O)(=O)CC(=O)Nc3cccc(C(C)=O)c3)c(C)o2)c1	0	48*
O=C(CCC1CCCC1)Nc1cccn(Cc2ccccc2Br)c1=O	-37	20
O=C(/C=N/NC(=O)c1ccc(Cl)cc1Cl)c1ccccc1	-21	8
O=C(OCCCc1cc2ccccc2c(=O)o1)c1ccccc1C(F)(F)F	-5	3
O=C(c1ccccc1)N1CCN(C2CC3CCC2C3)CC1 (stereo unspecified)	-7	3
COc1cc(C2Nc3cc(C)c(C)cc3NC3=C2C(=O)CC(C)(C)C3)ccc1OC(C)=O (stereo unspecified)	-9	7
CCc1nccn1S(=O)(=O)c1cc(OC)c(Cl)cc1OC	-15	2
COCCCNC(=O)Cn1nc(-c2cccc(OC)c2)ccc1=O	-6	17
Cn1c(=O)oc2cc(S(=O)(=O)Nc3cccc(F)c3)ccc21	-7	17
Cc1ccc(N(CCO)C(=S)Nc2ccccc2)cc1	-14	9
O=C1CSCC(=O)N1c1ncc(C(F)(F)F)cc1Cl	3	8

In a second layout: entries from further up.
Every second line gives: OX1R antag-1, OX1R antag-2
COc1cccc(-c2nc(CS(=O)(=O)CC(=O)Nc3cccc(C(C)=O)c3)c(C)o2)c1
    0, 48*
CC(=O)c1cn(CC(=O)NCC2CCCO2)c2ccccc12 (stereo unspecified)
    -4, 14
CC(=O)Nc1c(O)c2ccccc2[nH]c1=O
    -3, 9
COCCCNC(=O)Cn1nc(-c2cccc(OC)c2)ccc1=O
    -6, 17
O=C(CCc1ccccc1)N1CCN(c2ccccn2)CC1
    -5, 36

Carrying on.
SMILES	OX1R antag-1	OX1R antag-2
O=S(=O)(Nc1nc2ccccc2nc1NCC1CCCO1)c1ccccc1 (stereo unspecified)	-27	6
COc1ccc(NC(=O)CC2C(=O)N(C)C(=S)N2Cc2ccco2)cc1 (stereo unspecified)	-6	5
CCN(CC)c1ccc(/C=C/c2cc(-c3ccccc3)c3ccccc3n2)cc1	5	6
COc1ccc(S(=O)(=O)Nc2ccccc2C(N)=O)cc1OC	-5	23
COc1ccc(OC)c(N(CC(=O)N2CCN(Cc3ccccc3)CC2)S(C)(=O)=O)c1	-16	5
O=C(NCc1ccccc1)c1ccc(S(=O)(=O)Nc2cccc(C(F)(F)F)c2)cc1	-7	10
COc1ccc(CCn2c(C)cc(C(=O)CSc3nnnn3-c3ccccc3)c2C)cc1OC	-10	4
Cc1cccc(C)c1NC(=O)CSc1nnc(-c2ccco2)n1N	-8	11
Cc1ccc(-c2csc(Cc3nc(-c4cc5ccccc5oc4=O)cs3)n2)cc1	-13	13
Cc1ccc(C(=O)Nc2cccc(C(=O)O)c2)cc1	-7	14
CNC(=O)c1ccc(-c2ccc(OC)cc2)s1	-8	6
O=C(Nc1cccc(S(=O)(=O)Nc2ccc(Cl)cc2)c1)c1ccccn1	0	15
CCOC(=O)c1ccc(CN(Cc2ccc(C)cc2)S(=O)(=O)c2cccc([N+](=O)[O-])c2)cc1	0	-7
CCC(=O)NC1(C(F)(F)F)C(=O)Nc2c1c(=O)[nH]c(=O)n2CC(C)C (stereo unspecified)	-8	2
COc1cc(C(C)=O)ccc1OCC(=O)Nc1ccc2nc(C)sc2c1	-24	9
O=C(NCCc1ccccc1)c1ccccc1NS(=O)(=O)N1CCCC1	1	17
CS(=O)(=O)N(CC(=O)NCc1ccccc1Cl)C1CCCCC1	-20	9
COc1cccc(CNC(=O)CCC(=O)N2CCOCC2)c1	1	-1
O=[N+]([O-])c1ccc(OCCn2cnc3ccccc32)cc1	-9	6
CC(C)=CCCC(C)CN1CCC(O)CC1 (stereo unspecified)	-16	16
CCOC(=O)N1CCC(NC(=O)Cc2ccccc2)CC1	-9	-5
COC(=O)c1ccc(NC(=S)N2CCN(Cc3ccc(Cl)cc3)CC2)cc1	-18	7
Cc1ccc(N=Cc2sc(O)c3ccccc23)c(C)c1	-25	13
O=C(Nc1ccccc1)N1CCc2ccccc21	-9	25
CC(=O)Nc1ccc(SCC(=O)Nc2ccc3c(c2)OCCO3)cc1	-10	5
SMILES	OX1R antag-1	OX1R antag-2
C=CCn1c(SCC(=C)C)nc2c1c(=O)[nH]c(=O)n2C	-16	10
O=C(CSc1cc(Cl)ccc1Cl)NCCCn1ccnc1	1	9
O=C(CCc1ccncc1)NC1CCCc2c1cnn2-c1ccc(F)cc1F (stereo unspecified)	-13	6
CCOC(=O)Cc1csc(SC(C)C(=O)Nc2ccc(NC(C)=O)cc2)n1 (stereo unspecified)	-7	4
CC(=O)Nc1ccc(S(=O)(=O)N2CCC(C(=O)NC3CCCC3)CC2)cc1	1	-6
O=C(COc1cccc2cccnc12)N/N=C1\SCC(=O)N1Cc1ccccc1	-20	20
CCOc1ccc(N(Cc2cc3ccc(C)cc3[nH]c2=O)S(C)(=O)=O)cc1	-24	6
O=C(c1cccc(C(F)(F)F)c1)C1CCCN(C(=O)CCCN2CCCC2=O)C1 (stereo unspecified)	-10	13
CC(=O)c1cccc(NC(=O)CCCN(C)S(=O)(=O)c2ccc(F)cc2)c1	2	25
Cc1cc(C(=O)C(=O)NC(C)C)c(C)n1-c1ccc([N+](=O)[O-])cc1	-21	14
Cc1ccccc1NC(=O)CSc1nnc2ccc(-c3ccncc3)nn12	-18	79*
COc1cc(/C=N/NS(=O)(=O)c2ccc(C)c([N+](=O)[O-])c2)ccc1O	-2	16
Cc1ccc(-c2csc3nc(C)n(N)c(=O)c23)o1	-23	12
CN(C)CCOC(=O)C1(c2ccccc2)CCOCC1	-6&-8	1&7
O=C(NCC(c1cccnc1)N1CCOCC1)c1ccco1 (stereo unspecified)	-17	4
COc1cc2nc(CN(C)Cc3ccc(F)cc3)[nH]c(=O)c2cc1OC	-16	18
N#CC1=C(N)Oc2nc(-c3ccccc3)[nH]c2C1c1cccnc1 (stereo unspecified)	-12	28
Cc1ccc(-c2cc(C(=O)NC3=NCCS3)c3ccccc3n2)cc1C	-19	15
Cc1ccc(NC(=O)CSC(C)c2nc3ccccc3c(=O)[nH]2)cc1 (stereo unspecified)	-28	30
CCCC(CCC)C(=O)Nc1cccc(-c2cn3c(n2)SCC3)c1	-8	20
Cc1ccc(C(=O)Oc2ccccc2N2C(=O)C3CCC(C)CC3C2=O)cc1 (stereo unspecified)	0	20
CCOC(=O)C(NC(=O)Nc1ccc(Cl)cn1)(Oc1ccccc1)C(F)(F)F (stereo unspecified)	-12	21
CCOC(=O)Cn1nc(C)c(NC(=O)COc2ccccc2)c1C	1	21
CCOC(=O)c1nnc(-c2ccccc2)nc1Sc1c(Cl)cccc1Cl	-10	20
COc1ccc(N2CC(C(=O)NNC(=O)c3ccc(Br)cc3)CC2=O)c(OC)c1 (stereo unspecified)	-8	1
SMILES	OX1R antag-1	OX1R antag-2
CCOc1ccc(NC(=O)CSc2n[nH]c(N)n2)c([N+](=O)[O-])c1	-14	39
Cc1cc(C)c2oc(C(=O)NC3CCS(=O)(=O)C3)cc(=O)c2c1 (stereo unspecified)	-17	14
O=C(OCc1cccc(Cl)c1)c1cc([N+](=O)[O-])ccc1N1CCOCC1	-11	13
Cc1ccc(-c2csc(NC(=O)CSC3=NCCS3)n2)cc1	-19	16
COC(=O)C1=C(C(=O)OC)[C@@H]2N(C)c3ccc(OC)cc3[C@@]23C[C@@H](C(=O)OC)N(S(=O)(=O)c2ccc([N+](=O)[O-])cc2)C3=N1	-7	16
O=C(Nc1ccccc1C(F)(F)F)N1CCCC(O)C1 (stereo unspecified)	0	0
CCOc1ccc(C(=O)Nc2cc(C)c3c(=O)oc4ccccc4c3n2)cc1	-18	11
COC1C/C(=N\O)C2OC(c3ccccc3)OCC2O1 (stereo unspecified)	-16	5
Cc1cc(C)cc(NC(=O)NCc2ccccn2)c1	-5	-3
CC(C)CCN1C(=O)c2ccccc2C1C(=O)NCc1cccnc1 (stereo unspecified)	-32	7
Cc1ccc(NC(=S)NCCc2ccc(Cl)cc2)c(C)c1	-43	9
CSc1nsc(/C=C/Nc2ccc(C(=O)O)cc2)c1C#N	-9	13
CCN(CC)S(=O)(=O)c1cccc(C(=O)Nc2cc(C)cc(C)c2)c1	-17	26
c1nc(NCc2ccc3c(c2)OCO3)c2cc(-c3ccc4c(c3)OCCO4)ccc2n1	1	9
Cn1nnnc1SCc1cc(=O)[nH]c2ccccc12	-10	2
CC[n+]1cccc(-c2nc3ccccc3s2)c1	-13	31
Cc1nc(SCC(=O)N(C)C2CCS(=O)(=O)C2)c(C#N)c(C)c1C (stereo unspecified)	-15	6
S=C(NCc1ccc(Cl)cc1Cl)Nc1ccccc1	-3	32
CCC(C)C(=O)Nc1nnc(SCC(=O)Nc2ccccc2F)s1 (stereo unspecified)	-26	9
CN(C)C(=O)c1ccc(-c2cc3onc(-c4ccccc4)c3c(=O)n2C)cc1	-13	11
C=CC(C)(O)CCC=C(C)C (stereo unspecified)	-18	18
O=c1c(Cc2c(F)cccc2Cl)c(O)ccn1C1CC1	1	9
COc1ccc(C(=O)N2CC3(CC(c4ccc(Cl)cc4)=NO3)C[C@H]2C(=O)NCC(N)=O)cc1 (stereo partly specified)	-7	26
CC(C)(C)OC(=O)N[C@@H](C(=O)OC(C)(C)C)c1ccccc1	-9	5
O=C(Nc1ccc(SC(F)F)cc1)C1=COCCO1	-11	2

Given with two lines to a compound: five of the compounds above
Every second line gives: OX1R antag-1 | OX1R antag-2
- CC[n+]1cccc(-c2nc3ccccc3s2)c1
  -13 | 31
- Cc1nc(SCC(=O)N(C)C2CCS(=O)(=O)C2)c(C#N)c(C)c1C (stereo unspecified)
  -15 | 6
- S=C(NCc1ccc(Cl)cc1Cl)Nc1ccccc1
  -3 | 32
- CCC(C)C(=O)Nc1nnc(SCC(=O)Nc2ccccc2F)s1 (stereo unspecified)
  -26 | 9
- CN(C)C(=O)c1ccc(-c2cc3onc(-c4ccccc4)c3c(=O)n2C)cc1
  -13 | 11

Next section
SMILES	OX1R antag-1	OX1R antag-2
Cc1ccccc1-c1nc(-c2ccc(NC(=O)c3ccc4c(c3)OCO4)cc2)no1	-9	6
CCOCCCNC(=O)/C(C#N)=C/c1cc(C)c(O)c(C)c1	-15	12
Cc1c(OCC(=O)NCc2ccccn2)ccc2c(-c3ccccc3)cc(=O)oc12	-24	16
CSc1nc2nccc(-c3ccc4c(c3)OCO4)n2n1	10	12
Cc1ccc(NC(=O)Cn2cc3c(n2)CCC(C)C3)cc1 (stereo unspecified)	-21	6
Cc1ccc(C2=NC(C)(C)NC2=O)cc1	-7	9
COc1cc(C(=O)OC(C)CN2CCCCC2)cc(OC)c1OC (stereo unspecified)	-11	18
Cc1ccc(C)c(S(=O)(=O)Nc2ccc(-n3cnnn3)cc2)c1	-15	11
CCOC(=O)[C@H]1[C@H]2COc3cc(OC)ccc3[C@@H]2N2C(=O)c3ccc(C)cc3NC(=O)[C@@]12C	-22	48
CC(C)(C)c1ccc(COc2ccsc2C(=O)O)cc1	7	4
C=CCNC(=O)CN(c1cccc(Br)c1)S(C)(=O)=O	-26	15
NC(=S)COc1ccccc1	-4	6
CCOC(=O)c1ccc(NC(=O)CSc2nnc(-c3cccs3)n2CC)cc1	-34	22
O=C(O)c1ccc2c(c1)C(=O)N(Cc1ccco1)C2=O	-10	10
COc1ccccc1C1(CC(=O)O)CCOC(C)(C)C1 (stereo unspecified)	11	16
CC1C(C)C(O)(c2ccccc2)CCN1C (stereo unspecified)	-2	12

Assay outcomes: PubChem, The Scripps Research Institute Molecular Screening Center
